Tn7 DDE FP – DD(E)-Tn7 binding inhibition, primary FP screen; P02675; FP displacement of FITC-Tn7 peptide from fibrin DD(E); 0% = median of compound wells per plate; inhibition, % at 8.3 µM; 370,000 compounds, 0.13% hits;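 active means inhibition above the mean of compounds falling within the control limits plus 3 SD of them, cut at about 14% in these data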;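 further: 0% = plate median of compound wells and 100% = 10 µM Aha-Tn7 peptide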
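System: human fibrin DD(E); quantity: Fibrin-DD(E) at 2 µM final; also added: fluorescent Tn7 probe at 0.1 µM; compound dosing: single nominal test concentration of 8.3 µM per compound; schedule: 10 min preincubation, 3 h with tracer, room temperature; detection: fluorescence polarization of the labelled Tn7 tracer; repeats: one replicate per compound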
TCR-CD3 inh – human TCR-CD3 binding inhibition. 360,000 compounds, 0.37% hits. AID 651800. TAMRA-labeled TCR probe fluorescence, biochemical. inhibition, % at 9.4 µM; in the data active means inhibition above about 19%;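 further: recombinant mutant TCR 2C K166C tagged with TAMRA read by polarization; 0% = receptor in buffer alone and 100% = receptor with positive control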
DDE Tn6 FP inh – DD(E)-Tn6 binding inhibition, primary FP screen | P02675 | Fibrin DD(E) TRITC-Tn6 fluorescence polarization displacement | inhibition, % at 8.3 µM | 370,000 compounds, 0.21% hits;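 active means inhibition above a per-campaign cutoff: mean of compounds within control limits plus 3 SD, cut at about 15% in these data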;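 further: 0% = median of all compound wells on the plate and 100% = blocking peptide control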
TDP2 inh – TDP2 (human) inhibition, absorbance primary screen; O95551; recombinant TDP2, T5PNP hydrolysis, p-nitrophenol absorbance 415 nm; inhibition, % at 12.8 µM; 370,000 compounds, 0.34% hits; AID 720702;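 active means inhibition above the mean of all tested compounds plus 3 SD, set per campaign, cut at about 25% in these data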;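 further: 0% = DMSO with enzyme and 100% = buffer with substrate but no TDP2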
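Test system: Human TDP2 enzyme | Reagent: 5 mM T5PNP | Compound dosing: 12.8 µM single point, 1% DMSO | Incubation: Enzyme reaction with compound for 2 h at 37 °C | Technique: p-Nitrophenol epi absorbance | Read-out: % inhibition relative to enzyme-containing and enzyme-free wells | Benchmarks: High control without enzyme, low control DMSO plus TDP2 | Replicates: Singlicate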
PRMT1 inh – inhibitors of human PRMT1; Q99873; inhibition, % at 2.79 µM; AID 652257; recombinant PRMT1, activity-based probe fluorescence polarization; 370,000 compounds, 1.3% hits;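 active means inhibition above about 21% made by adding two undisclosed values, limit read from the data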
Target sequence (Q99873 whole entry, looked up): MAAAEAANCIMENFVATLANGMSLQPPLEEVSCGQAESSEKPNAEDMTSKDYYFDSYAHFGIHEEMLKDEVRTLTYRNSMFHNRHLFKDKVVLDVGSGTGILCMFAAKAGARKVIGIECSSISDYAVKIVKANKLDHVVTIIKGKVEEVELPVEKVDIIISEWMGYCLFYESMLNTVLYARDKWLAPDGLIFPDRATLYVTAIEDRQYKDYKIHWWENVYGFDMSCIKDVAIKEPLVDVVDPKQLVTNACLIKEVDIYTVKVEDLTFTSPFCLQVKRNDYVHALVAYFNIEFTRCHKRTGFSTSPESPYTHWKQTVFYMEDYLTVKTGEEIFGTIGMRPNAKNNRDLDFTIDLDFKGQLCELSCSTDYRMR
proKLK7 act – activators of human kallikrein-7 zymogen | P49862 | purified proKLK7, EDANS-DABCYL substrate fluorescence; 100% is mature enzyme control, 0% vehicle | activation, % at 7 µM | 370,000 compounds, 0.9% hits | AID 652039;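 active means activation above the mean of all tested compounds plus 3 SD, computed per campaign excluding outliers beyond control limits, cut at about 13% in these data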
Target sequence (P49862 whole entry, looked up): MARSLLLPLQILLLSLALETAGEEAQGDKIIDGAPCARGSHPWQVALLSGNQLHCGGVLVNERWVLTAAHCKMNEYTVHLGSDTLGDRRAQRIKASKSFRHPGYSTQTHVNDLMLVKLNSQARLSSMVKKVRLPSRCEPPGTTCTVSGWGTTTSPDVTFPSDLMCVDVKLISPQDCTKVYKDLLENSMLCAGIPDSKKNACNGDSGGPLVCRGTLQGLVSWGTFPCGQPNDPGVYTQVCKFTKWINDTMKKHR
MBD2 DNA inh – inhibitors of human MBD2 binding to methylated oligonucleotide | inhibition, % at 4.4 µM | TR-FRET | Q9UBB5 | 370,000 compounds, 0.31% hits | AID 686964; in the data active means inhibition above about 13%
Target sequence (Q9UBB5 whole entry, looked up): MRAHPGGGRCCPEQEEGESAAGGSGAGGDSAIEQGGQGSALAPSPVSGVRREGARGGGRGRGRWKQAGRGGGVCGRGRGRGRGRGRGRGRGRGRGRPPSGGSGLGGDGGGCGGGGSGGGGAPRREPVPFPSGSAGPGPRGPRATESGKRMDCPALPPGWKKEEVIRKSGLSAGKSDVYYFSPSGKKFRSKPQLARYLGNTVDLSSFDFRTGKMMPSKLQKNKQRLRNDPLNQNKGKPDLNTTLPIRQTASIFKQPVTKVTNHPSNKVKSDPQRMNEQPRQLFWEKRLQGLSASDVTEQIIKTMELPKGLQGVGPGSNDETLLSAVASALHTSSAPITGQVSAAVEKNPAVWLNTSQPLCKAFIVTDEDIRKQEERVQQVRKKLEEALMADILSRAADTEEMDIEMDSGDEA
UHRF1 binding – UHRF1 methyl-DNA binding inhibition; Q96T88; UHRF1 binding to methylated oligo, TR-FRET; inhibition, % at 4.4 µM; 370,000 compounds, 0.75% hits; AID 687016; in the data active means inhibition above about 21%;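 further: UHRF1 SRA domain binding a hemimethylated CpG hairpin DNA probe; 0% = median of test compound wells and 100% = reference inhibitor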
LEDGF integ inh – blocks HIV-1 LEDGF/p75-dependent DNA integration | TR-FRET IN-LEDGF/p75 DNA integration, Eu/Cy5 | inhibition, % at 3.7 µM | 370,000 compounds, 0.64% hits | AID 743269;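 active means inhibition above the screen-wide mean plus 3 SD, cut at about 13% in these data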;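 further: signal is the Cy5 over europium emission ratio at 671 and 618 nm; 0% = plate median of compound wells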
SIAE inh – blocks human sialic acid acetylesterase; Q9HAT2; inhibition, % at 9.66 µM; SIAE FP-Rh probe binding, fluorescence polarization; 370,000 compounds, 0.69% hits;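 active means inhibition above a cutoff: mean of compounds within the control limits plus 3 SD of those, cut at about 17% in these data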;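 further: 0% = plate median of compound wells and 100% = probe without SIAE protein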
Numbers without * were called inactive; . = no result given.

SMILES | Tn7 DDE FP | TCR-CD3 inh | DDE Tn6 FP inh | TDP2 inh | PRMT1 inh | proKLK7 act | MBD2 DNA inh | UHRF1 binding | LEDGF integ inh | SIAE inh
O=C1c2cccc3c2C2(O)c4c1cccc4C(=O)c1cccc(c12)C3=O | -4 | 3 | 0 | -5 | -6 | -0.3 | -2 | -1 | 1 | 1
Cc1ccc(-c2nc3ccc(Br)cn3c2Cc2ccsc2)cc1 | 0 | 4 | -5 | -9 | 2 | -0.3 | 0 | 6 | 7 | 6
COc1cccc(CNC(=O)N[C@@H](CC(C)C)C(=O)O)c1 | 5 | 9 | 0 | 0 | -1 | -0.6 | -1 | 1 | 2 | -3
Cc1noc(/C=C/N(C)C)c1S(=O)(=O)N1CCCC(C(=O)Nc2ccc3c(c2)OCO3)C1 (stereo not given) | -3 | -2 | 3 | -10 | -6 | -0.3 | 1 | 0 | 15* | 3
c1nc(NCC2CCCOC2)c2cc(-c3ccc4c(c3)OCO4)ccc2n1 (stereo not given) | 2 | . | -1 | -7 | 4 | . | -8 | 2 | 3 | -12
CC(C)N=C(Nc1cccnc1)c1ccccc1 | -1 | -5 | 3 | 4 | 0 | 12 | -6 | -5 | 1 | -4
CCc1cccc(CC)c1NC(=O)COC(=O)C1(C)CC1(Cl)Cl (stereo not given) | -1 | -4 | -1 | -1 | -10 | 0.2 | 2 | 3 | 2 | 3
Cc1ccc(NC(=O)N2CCCC2C(=O)NCc2ccc(Cl)cc2)cc1 (stereo not given) | -2 | -4 | 1 | -10 | -3 | 1.1 | 3 | 6 | 6 | -4
COc1cccc(OCCn2cc(/C=N/NC(=O)c3ccncc3)c3ccccc32)c1 | -5 | -2 | -1 | 11 | 1 | -0.1 | 2 | -1 | 1 | 31*
Cc1ccc(C2C3=C(CCCC3=O)Nc3[nH]c(=S)[nH]c(=O)c32)cc1 (stereo not given) | 2 | 12 | 5 | -6 | 17 | 2.3 | 0 | -2 | -1 | 2
Cc1nc2ccc(S(=O)(=O)N3CCCCC3)cc2s1 | -3 | 1 | -4 | 13 | 0 | 0.4 | 3 | -2 | -2 | -3
CC1(C)C(=O)C2(CCCCC2)C(=O)OC1c1cccn1-c1ccc([N+](=O)[O-])cc1 (stereo not given) | 2 | 3 | 2 | 4 | 2 | -0.2 | -4 | 2 | 0 | -3
O=C(CN1CCOCC1)Nc1c2c(nc3ccccc13)N(Cc1ccccc1)CC2 | 5 | 6 | -1 | 13 | -3 | 0.1 | 4 | 0 | -1 | 3
Cc1ccc(C)c(Cn2c(C)nc3c(sc(=S)n3-c3ccccc3)c2=O)c1 | -4 | 1 | 3 | -13 | -2 | -0.3 | -3 | 0 | 5 | -3
NC(=O)c1ccc(NC(=O)C#Cc2ccccc2)cc1 | 0 | -10 | 3 | -6 | 4 | 0.2 | 1 | 2 | 3 | -3
Cc1ccc2oc(-c3cc(NC(=O)c4ncn[nH]4)ccc3O)nc2c1 | 2 | 8 | 1 | -1 | -5 | -0.2 | 4 | 0 | -4 | -33
COc1cc([N+](=O)[O-])ccc1NC(=O)C[n+]1cccc(C(C)=O)c1 | 1 | 10 | -6 | -3 | -3 | -0.3 | -6 | -2 | -1 | 3
O=C1OC(c2ccccc2)Cc2cc(C(=O)N3CCN(c4ccc(F)cc4)CC3)ccc21 (stereo not given) | 2 | 5 | 5 | -16 | 0 | 0.3 | 0 | 2 | 1 | 0
CSc1sc2ccccc2[n+]1CCCS(=O)(=O)[O-] | 7 | -4 | 7 | 8 | 23* | 0.4 | -2 | -2 | -1 | 7
CCNC(=O)c1cc2c(c(-c3cccc(-c4cccc(C(=O)N(C)C)c4)c3)n1)[C@H](CCO)N(S(=O)C(C)(C)C)C2 (stereo not given in full) | -2 | -2 | 0 | -6 | -3 | 0.1 | -1 | -3 | 0 | 1
COc1ccc(NC(=O)COC(=O)Cc2c[nH]c3ccccc23)cc1OC | -3 | 0 | -2 | -1 | -3 | 0.8 | 3 | 5 | 6 | -5
CCOc1cc(/C=N/NC(=O)c2cccnc2)ccc1OCC(=O)N1CCOCC1 | 6 | -1 | 3 | 0 | 2 | -0.1 | -2 | -2 | -1 | -1
CCN(CC)S(=O)(=O)c1cccc(C(=O)Nc2cc(C)cc(C)c2)c1 | 2 | -3 | 2 | 7 | 0 | 0.5 | 4 | -1 | 2 | -8
CC1(C(=O)NS(=O)(=O)c2ccc3c(c2)CCO3)CCN1C(=O)Cc1ccc(-c2ccccc2)cc1 (stereo not given) | 5 | -3 | 3 | -1 | 2 | -0.3 | -1 | 2 | -2 | -1
COc1ccc(-c2nnc(SC(C)C(=O)NNC(=O)c3ccc(C)cc3)o2)cc1 (stereo not given) | 2 | 2 | 1 | 1 | -4 | 0.3 | 0 | -5 | 4 | 7
Cc1ccc(C=Cc2ccccn2)cc1 | -2 | 1 | -4 | -3 | -2 | -0.1 | -2 | -3 | 0 | -4
O=C(COC(=O)Cc1cccc(C(F)(F)F)c1)Nc1ccccc1 | 4 | -6 | -4 | -2 | -2 | -1.5 | -6 | -3 | -1 | 2
CCCc1nn(C)c2c(=O)[nH]c(-c3ccccc3OCC)nc12 | 4 | 4 | 8 | 4 | -3 | -0.3 | -5 | -3 | 0 | 2
O=C(COC(=O)C1C2CC3OC(=O)C1C3C2)Nc1ccc(Cl)cc1 (stereo not given) | -1 | 3 | -10 | 0 | 2 | 0.0 | -4 | -2 | 1 | 14
CC[C@@]12C(=O)N(c3cccc(Br)c3)C(=O)N1[C@H](c1ccc(F)cc1)[C@@H]1C(=O)N(C3CCCCC3)C(=O)[C@@H]12 | -1 | -3 | -7 | -12 | -1 | 0.2 | -1 | 4 | 0 | -8
O=C(Nc1ccccc1)OCc1cnc(Cl)s1 | 4 | 2 | 1 | 6 | 4 | -0.9 | 2 | 3 | -5 | -10
COc1ccccc1OCC(=O)NCCC1=CCCCC1 | 3 | -1 | -2 | 8 | 2 | 0.2 | 2 | 1 | -2 | 2
CCc1c(-c2ccccc2)nc2nc(C)c(C)nn12 | -6 | 0 | 5 | -10 | 0 | 15* | -1 | -3 | 2 | 1
CCOc1ccc(N2CC(C(=O)NCCN3C(=O)S/C(=C\c4ccc(OC)c(OC)c4)C3=O)CC2=O)cc1 (stereo not given) | 10 | -1 | 4 | 1 | 3 | 0.5 | 0 | 3 | -3 | -1
Cc1ccc(NC(=O)C(C)N2C(=O)C3C4CC(C(Br)C4Br)C3C2=O)cc1 (stereo not given) | 9 | -3 | 2 | -3 | 2 | -0.1 | 7 | 2 | 4 | 6
O=C(O)c1cccc2cccnc12 | -11 | 8 | 5 | -1 | -1 | 0.3 | -5 | -2 | 1 | 2
CCOCCc1nnc(NC(=O)C2CC(=O)N(c3ccc(OCC)cc3)C2)s1 (stereo not given) | -4 | -6 | -2 | -1 | 3 | 0.2 | 3 | 2 | -6 | 5
COC(=O)c1c(NC(=O)c2ccn(C)n2)sc2c1CCC2 | -10 | 1 | -1 | 0 | -2 | 0.7 | 1 | -2 | -3 | -8
O=S1(=O)C[C@@H](N2CCN(CC3CC3)CC2)[C@H](COCc2ccccc2)N1 | 5 | 1 | -7 | -4 | -1 | 0.4 | -3 | -3 | 2 | 9
CCOC(=O)c1c(C)c(C(=O)NCc2ccccn2)c(C)n1C | 5 | -2 | 12 | 6 | 0 | -0.1 | 3 | 9 | -1 | 2
Cc1ccc(S(=O)(=O)N2CCCCC2C(=O)O)s1 (stereo not given) | -9 | 1 | 3 | -11 | -2 | -1.1 | -1 | 2 | 1 | -4
COc1ccc(NS(=O)(=O)c2cc([N+](=O)[O-])ccc2NN=Cc2ccccc2OCC(=O)O)cc1 | -2 | 7 | 0 | -9 | 0 | 1.4 | -3 | 0 | 2 | -7
COC/C=C/C1=CC2=CC(=O)C(C)(OC(=O)c3cnc4ccccc4n3)C(=O)C2=CN1Cc1ccc(OC)cc1 (stereo not given) | -8 | 16 | -2 | 4 | 18 | -0.4 | -4 | -4 | 12 | 8
Nc1c(C(=O)OCC2CCCO2)c2nc3ccccc3nc2n1-c1ccc2c(c1)OCCO2 (stereo not given) | 4 | 5 | 1 | 1 | -1 | -9.0 | -6 | -5 | -2 | -10
Cc1cc(=O)[nH]c(-c2cccnc2)n1 | -2 | 7 | -7 | 8 | -1 | -0.1 | -1 | -1 | 0 | 4
Cc1cc(C)cc(NC(=S)NC2CC3CCCC(C2)N3C2CCCC2)c1 (stereo not given) | -11 | 9 | -5 | 3 | -2 | 0.0 | -2 | -2 | 2 | 11
O=C(c1cccn2c(=O)c3cc(Cl)ccc3nc12)N1CCN(Cc2ccc3c(c2)OCO3)CC1 | 4 | -3 | 3 | 6 | 2 | -29 | 1 | -9 | -2 | -2
O=C(CN1CCN(Cc2ccc(F)cc2Cl)CC1)NCc1ccccc1 | 1 | -6 | 0 | -14 | 1 | -0.6 | 1 | 1 | 1 | 3
CCCNC(=O)C1(C)CCCN(Cc2ccc3c(c2)OCO3)C1 (stereo not given) | 0 | -4 | 5 | 7 | 0 | -0.1 | 2 | 0 | -3 | 2
O=C1N(c2ccccc2)c2ccccc2C1(O)C(F)(F)F (stereo not given) | -8 | 4 | 3 | -10 | -4 | -0.3 | 1 | 2 | 8 | -7
NC(=O)[C@@H]1CCCNc2c(F)cc([N+](=O)[O-])cc2C(=O)N[C@@H](CO)C(=O)N[C@@H](Cc2ccc(O)cc2)C(=O)N1 | -5 | -3 | 3 | -15 | 0 | 0.6 | -4 | 0 | 2 | -6
O=C(O)c1cccc(S(=O)(=O)N2CCN(S(=O)(=O)c3ccc4ccccc4c3)CC2)c1 | 0 | -11 | -6 | -10 | 8 | 0.1 | 3 | 5 | 0 | 0
COc1ccccc1CNC(=O)C1CCC(CNS(=O)(=O)c2cccs2)CC1 (stereo not given) | -5 | 0 | -4 | -8 | -1 | 0.4 | 2 | 1 | 4 | -5
C=C1C(C(C)C)N(C)C2=NC(c3ccccc3)CC(=O)N12 (stereo not given) | -2 | . | 2 | 2 | -3 | . | -5 | -1 | 2 | 7

Three compounds from above, sorted by the number in Tn7 DDE FP, smallest number first:
SMILES | Tn7 DDE FP | TCR-CD3 inh | DDE Tn6 FP inh | TDP2 inh | PRMT1 inh | proKLK7 act | MBD2 DNA inh | UHRF1 binding | LEDGF integ inh | SIAE inh
COc1ccccc1CNC(=O)C1CCC(CNS(=O)(=O)c2cccs2)CC1 (stereo not given) | -5 | 0 | -4 | -8 | -1 | 0.4 | 2 | 1 | 4 | -5
C=C1C(C(C)C)N(C)C2=NC(c3ccccc3)CC(=O)N12 (stereo not given) | -2 | . | 2 | 2 | -3 | . | -5 | -1 | 2 | 7
O=C(O)c1cccc(S(=O)(=O)N2CCN(S(=O)(=O)c3ccc4ccccc4c3)CC2)c1 | 0 | -11 | -6 | -10 | 8 | 0.1 | 3 | 5 | 0 | 0

Screening data (PubChem BioAssay)
